p53 reactivator: re-activators of mutant p53; Potency, µM (series often up to 92.2 µM), inactives show at the highest dose activity change, positive = activation, usual class: activators; H1299 p53-A138V BP100-luciferase reporter, luminescence, 24 h; hit rate 0.063% among 320,000; note: potency is the fitted concentration of half-maximal effect; % of control where 0% means no effect; nearly all actives have a fitted effect of over 45% in size
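p53-null H1299 cells stably carrying temperature-sensitive p53-A138V and a BP100-luciferase reporter were pinned with compounds (4-point, 1:5 series) and held 24 hrs at 37 deg C. Luminescence was read 10 min after detection reagent.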
TRPV1 agonist: agonists of human vanilloid receptor 1 (TRPV1); activation, % at 8.33 µM; Q8NER1; hit rate 0.19% among 320,000; TRPV1-expressing cells, Fluo-8 calcium influx, agonist mode; in the data active = activation above about 80%; inconclusive = between about 30% and that limit; note: 0% is about no effect
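Cells expressing TRPV1 were dye-loaded with Fluo-8 and read kinetically: 10 s baseline, 3 min after compound (agonist portion), then 2 min after EC20 capsaicin (allosteric enhancer portion). Calcium-bound dye fluorescence at 480/520 nm.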
FLuc counter: firefly luciferase modulation, counter-screen for miR-21 project | P08659 | purified FLuc, Km substrates, luminescence inhibition | Potency, µM (series often up to 57.5 µM), inactives show at the top dose activity change, negative = inhibition, actives largely listed as inhibitors | hit rate 6.9% among 360,000 | AID 588342;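 note: potency is the fitted concentration of half-maximal effect; plate controls were vehicle for no effect and reference inhibitor for full effect; nearly all actives have a fitted effect of over 55% in size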
Target sequence (P08659 whole entry, looked up): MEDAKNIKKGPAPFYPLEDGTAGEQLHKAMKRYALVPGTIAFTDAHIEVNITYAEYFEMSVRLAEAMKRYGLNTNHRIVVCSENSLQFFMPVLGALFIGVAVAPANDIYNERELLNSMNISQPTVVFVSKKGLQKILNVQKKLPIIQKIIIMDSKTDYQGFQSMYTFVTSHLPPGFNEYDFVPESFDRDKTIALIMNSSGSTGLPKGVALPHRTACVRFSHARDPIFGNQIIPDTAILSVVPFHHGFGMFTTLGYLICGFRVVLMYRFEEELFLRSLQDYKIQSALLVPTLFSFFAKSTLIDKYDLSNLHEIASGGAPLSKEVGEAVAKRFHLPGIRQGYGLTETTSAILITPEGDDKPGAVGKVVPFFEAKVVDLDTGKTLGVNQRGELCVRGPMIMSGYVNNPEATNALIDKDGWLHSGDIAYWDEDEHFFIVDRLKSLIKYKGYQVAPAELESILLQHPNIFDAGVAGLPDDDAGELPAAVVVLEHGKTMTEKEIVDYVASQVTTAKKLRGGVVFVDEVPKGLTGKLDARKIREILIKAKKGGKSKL
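Biochemical qHTS of compounds, final roughly 60 µM downward over six points, against 10 nM purified firefly luciferase using Km concentrations of substrates (10 uM D-luciferin, 10 uM ATP) in Tris acetate pH 7.5 buffer; luminescence output.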
RORgamma inh: inhibitors of mouse ROR gamma transcriptional activity; P51450; Drosophila S2 Gal4-RORgamma UAS-luciferase reporter, 20 h; Potency, µM (series often up to 53.6 µM), inactives show top-dose activity change, negative = inhibition, hits mostly inhibitors; hit rate 5.4% among 310,000; note: potency is the fitted concentration of half-maximal effect; % is set by controls: 0 for no effect and ±100 for the full control effect; nearly all actives have a fitted effect of over 60% in size
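In this cell-based reporter format, copper sulfate (700 uM final) drives Gal4–ROR gamma fusion expression from a metallothionein promoter in Drosophila Schneider cells; compounds preincubated 1 hr, reporter read after 20 hr at ambient temperature.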
BRCA1 expr up: increases BRCA1 expression; Potency, µM (highest dose often 46.1 µM), for inactives: top-dose activation, most hits filed as activators; hit rate 1.1% among 380,000; AID 624202; MCF7-BRCA1-FFLuc reporter, luminescence, 48 h; response scale: scaled: vehicle 0%, 10 µM genistein 100%; note: potency is the fitted concentration of half-maximal effect; nearly all actives have a fitted effect of over 80% in size; some results filed as inactive show a strong effect at the top dose
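Luminescence from a BRCA1-driven firefly luciferase in MCF7 cells was read after 48 h compound exposure at 37 C. Data normalized against DMSO and a 10microM genistein activation control, then curve-fitted across the titration.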
ELG1 genotox: induces genotoxicity in HEK293T cells with luciferase-tagged ELG1; hit rate 1.3% among 330,000; Potency, µM (highest dose often 46 µM), inactives show top-dose activity change, positive = activation, hits mostly activators; AID 504466; HEK293T ELG1-luciferase reporter, luminescence, 16 h; note: potency is the fitted concentration of half-maximal effect; % of control where 0% means no effect; nearly all actives have a fitted effect of over 60% in size
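ELG1-luciferase HEK293T cells, 2,000/well; compound pinned in; 16 hr, 37 °C, 5% CO2; ONE-Glo, 30 min RT; luminescence on CCD imager.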
Tb PFK block: inhibitors of T. brucei phosphofructokinase | hit rate 0.17% among 330,000 | AID 485367 | O15648 | T. brucei PFK, ADP-Glo luminescence | Potency, µM (doses to about 57.5 µM), without a hit: at the top dose activity, negative = inhibition, usual class: inhibitors;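 note: potency is the fitted concentration of half-maximal effect; 0% = uninhibited 1x PFK enzyme wells and -100% = no-enzyme wells; nearly all actives have a fitted effect of over 60% in size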
Target sequence (O15648 whole entry, looked up): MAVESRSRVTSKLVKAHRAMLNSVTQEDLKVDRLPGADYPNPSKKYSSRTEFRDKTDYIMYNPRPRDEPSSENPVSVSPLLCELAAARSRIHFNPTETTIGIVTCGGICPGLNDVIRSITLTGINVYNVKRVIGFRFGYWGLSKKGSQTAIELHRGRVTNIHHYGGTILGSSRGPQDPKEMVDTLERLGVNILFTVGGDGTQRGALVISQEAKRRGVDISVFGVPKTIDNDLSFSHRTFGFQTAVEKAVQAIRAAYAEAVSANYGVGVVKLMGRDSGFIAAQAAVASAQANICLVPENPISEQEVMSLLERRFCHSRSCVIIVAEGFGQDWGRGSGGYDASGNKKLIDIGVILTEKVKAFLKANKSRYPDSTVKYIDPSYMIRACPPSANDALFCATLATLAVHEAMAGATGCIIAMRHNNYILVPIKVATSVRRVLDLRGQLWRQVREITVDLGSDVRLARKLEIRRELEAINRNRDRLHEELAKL
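ADP-Glo luminescence quantified ADP after 45 min at room temperature, with 1.25 nM T. brucei PFK, 0.1 mM ATP and 0.5 mM fructose-6-phosphate in pH 8.0 TEA buffer. qHTS titrations up to 57 µM; curves classified by quality.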
Rab9 promoter act: activates the Rab9 promoter. Potency, µM (highest dose often 9.22 µM), inactives show at the highest dose activation, negative = inhibition, hits mostly activators. hit rate 2.8% among 320,000. Huh7 Rab9 promoter-luciferase reporter, luminescence, 24 h. AID 485297; note: potency is the fitted concentration of half-maximal effect; % of control where 0% means no effect; nearly all actives have a fitted effect of over 60% in size
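Cells were plated at 1500 per well in reduced-serum medium with 10% FBS and left 2 h. Compound in DMSO was then added for 24 h at 37 °C. Reporter signal was read by luminescence after 10 min with luciferase detection reagent.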
ELG1 repair inh: blocks ELG1-dependent DNA repair in HEK293T cells. HEK293T ELG1-luciferase reporter, luminescence, 16 h; DNA damage induced by 5-fluorouridine. Potency, µM (top dose mostly 46.1 µM), without a hit: at the top dose activity change, negative = inhibition, most hits filed as inhibitors. hit rate 2.3% among 330,000. AID 504467; note: potency is the fitted concentration of half-maximal effect; % is set by controls: 0 for no effect and ±100 for the full control effect; nearly all actives have a fitted effect of over 55% in size
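Reporter activity after DNA damage by 5-fluorouridine is monitored. Compound-treated cells incubate 16 hr at 37 °C, then ONE-Glo is added for 30 min before luminescence reading.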
VP16 counter: counter-screen for ROR gamma inhibitors: Gal4-VP16 reporter; Drosophila S2 Gal4-VP16 UAS-luciferase, luminescence, 20 h; Potency, µM (series often up to 53.6 µM), inactives show at the highest dose activity, negative = inhibition, usual class: inhibitors; hit rate 3.5% among 310,000;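 note: Gal4-VP16 expression switched on by copper sulfate through the metallothionein promoter; potency is the fitted concentration of half-maximal effect; % is set by controls: 0 for no effect and ±100 for the full control effect; nearly all actives have a fitted effect of over 50% in size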
NPC1 prom act: NPC1 promoter activation; Potency, µM (titrated, usually from 9.22 µM), inactives show at the top dose activation, actives largely listed as activators; hit rate 2.4% among 320,000; Huh7 NPC1 promoter luciferase reporter, 24 h;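 note: potency is the fitted concentration of half-maximal effect; % of control where 0% means no effect; nearly all actives have a fitted effect of over 60% in size; reporter is driven by a mutant NPC1 promoter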
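Compounds in DMSO were transferred onto Huh7 NPC1-luciferase reporter cells pre-incubated 2 h; after 24 h at 37 °C, Amplite reagent was dispensed and luminescence recorded 10 min later.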
Starred values were filed as active, the others as inactive; ? = inconclusive; nt = no result given; [ ] = remark or other dose. Unless noted, calls come from the whole dose curve; as a rule, active = well fitted curve in the direction sought with a large enough effect; inconclusive = small, poorly fitted or top-dose-only effect, or another doubt; inactive = no such curve, though single readings can be large; an effect the other way counts as inactive or inconclusive.

SMILES	p53 reactivator	TRPV1 agonist	FLuc counter	RORgamma inh	BRCA1 expr up	ELG1 genotox	Tb PFK block	Rab9 promoter act	ELG1 repair inh	VP16 counter	NPC1 prom act
CCOc1ccc(C(Nc2ccc(C)cc2)P2(=O)OCC(C)(C)CO2)cc1 (stereo not given)	-1%	11	-1%	6%	0%	0%	-1%	-3%	10%	-5%	-3%
NC(=O)CC(NC(=O)c1ccccc1)c1ccc(N2CCN(c3ccccc3)CC2)c([N+](=O)[O-])c1 (stereo not given)	8%	-1	1%	?	-20%	-3%	-2%	-8%	?	?	-4%
N#Cc1c2n(c3c(=O)n(Cc4ccccc4Cl)cnc13)CCCC2	2%	8	-1%	-25%	1%	-5%	5%	9%	?	0%	0%
CC1CCCN(c2ncnc3c2cnn3-c2ccccc2)C1 (stereo not given)	-3%	10	0.19µM*	?	-23%	?	2%	0.14µM*	?	5µM*	0.35µM*
CNc1ncc(C(=O)c2ccccc2)s1	8%	2	?	16%	?	?	3%	?	?	2%	?
COc1ccc(C2CC(c3ccccc3OC(C)=O)=NN2C(=O)/C=C/c2ccccc2)cc1OC (stereo not given)	-7%	6	-7%	8%	-58%	-4%	0%	-6%	?	?	-4%
CCOC(=O)C1CCN(C(=O)C(=O)Nc2ccc3nc4n(c(=O)c3c2)CCCCC4)CC1	nt	1	-2%	-2%	-15%	3%	3%	12%	12%	-1%	-5%
CC1CCCC(NC(=O)COC(=O)/C=C/c2ccc([N+](=O)[O-])cc2)C1C (stereo not given)	2%	nt	nt	nt	-17%	2%	-5%	nt	3%	nt	nt
Cc1cc(C)n(CCc2nc(-c3ccco3)cs2)n1	7%	-3	-20%	-1%	-1%	11%	?	7%	?	2%	-4%
O=S(=O)(c1cccc(NC(=S)Nc2ccc(Br)cc2Cl)c1)N1CCOCC1	-1%	11	-6%	9%	-24%	-7%	-5%	-8%	-4%	-7%	0%

Fetched by compound from above:
SMILES	p53 reactivator	TRPV1 agonist	FLuc counter	RORgamma inh	BRCA1 expr up	ELG1 genotox	Tb PFK block	Rab9 promoter act	ELG1 repair inh	VP16 counter	NPC1 prom act
CCOc1ccc(C(Nc2ccc(C)cc2)P2(=O)OCC(C)(C)CO2)cc1 (stereo not given)	-1%	11	-1%	6%	0%	0%	-1%	-3%	10%	-5%	-3%
CCOC(=O)C1CCN(C(=O)C(=O)Nc2ccc3nc4n(c(=O)c3c2)CCCCC4)CC1	nt	1	-2%	-2%	-15%	3%	3%	12%	12%	-1%	-5%
CNc1ncc(C(=O)c2ccccc2)s1	8%	2	?	16%	?	?	3%	?	?	2%	?
Cc1cc(C)n(CCc2nc(-c3ccco3)cs2)n1	7%	-3	-20%	-1%	-1%	11%	?	7%	?	2%	-4%
CC1CCCC(NC(=O)COC(=O)/C=C/c2ccc([N+](=O)[O-])cc2)C1C (stereo not given)	2%	nt	nt	nt	-17%	2%	-5%	nt	3%	nt	nt

(list continues)
SMILES	p53 reactivator	TRPV1 agonist	FLuc counter	RORgamma inh	BRCA1 expr up	ELG1 genotox	Tb PFK block	Rab9 promoter act	ELG1 repair inh	VP16 counter	NPC1 prom act
CCn1c(Cn2nnc(-c3ccccc3)n2)nnc1SCC(=O)N1CCOCC1	1%	1	-2%	-2%	13%	-1%	-7%	2%	11%	5%	-1%
COC(=O)N/N=C/c1cc(N=Nc2ccccc2Cl)ccc1O	12%	1	6µM*	4µM*	6%	5%	4%	?	?	16µM*	?
COc1ccc(NC(=O)Cc2ccc(C)c(C)c2)cc1Cl	8%	14	-9%	9%	-1%	1%	-2%	14%	-18%	-4%	-1%
O=C(NC1CCCC1)C(c1ccccn1)N(C(=O)c1csnn1)C1CCCC1 (stereo not given)	2%	-4	3%	-17%	4%	0%	0%	-5%	8%	10%	-5%
O=C(CSc1ccc(F)cc1)NC1CCCCC1	18%	6	?	0%	11µM*	?	2%	?	?	7%	?
O=C(Nc1ccccc1C(=O)N1CCOCC1)c1ccc([N+](=O)[O-])cc1	9%	3	-3%	0%	-4%	-3%	3%	0%	9%	4%	-10%
COc1cc(OC)c2c(-c3cccc(-c4ccc(C(F)(F)F)cc4)c3)cc(=O)oc2c1	15%	nt	nt	24%	-58%	14%	1%	nt	-19%	-9%	nt
COc1ccc(S(=O)(=O)N2CCN(C)CC2)c(C)c1	0%	2	-1%	16%[1.91 µM]	2%	-5%	2%	0%	6%	7%	-2%
O=C(NCCO)c1ccc2c3n(nc2c1)-c1ccccc1CO3	?	5	2.1µM*	4.5µM*	?	?	-25%	2.8µM*	?	?	0.5µM*
COc1ccc(C2=NS(=O)(=O)N(C)C(C(=O)Nc3ccc4c(c3)OCO4)=C2)cc1OC	nt	0	?	-4%	-30%	-1%	0%	-2%	-20%	-14%	3%
O=C(O)CC1SC(N/N=C/c2ccc(Br)cc2)NC1=O (stereo not given)	-1%	4	?	10%	-1%	?	15%	2%	6%	5%	-1%
CCN1CCN(c2ccc(Nc3ccnc4ccccc34)cc2)CC1	-4%	1	4%	nt	-35%	-10%	-1%	-2%	4.6µM*	nt	2%
COc1ccc(Cl)cc1NC(=O)CN(C)CC(=O)Nc1ccccc1C(F)(F)F	1%	9	-8%	-10%	-4%	-14%	-3%	-1%	?	2%	-5%
COCCn1c(SCC(=O)Nc2ccccc2OC)nnc1-c1ccco1	2%	1	-1%	11%	-29%	1%	-7%	-2%	-1%	-12%	-4%
Cc1cc(-c2c(C(=O)N3CCOCC3)c(C)nn2-c2cccc(C(F)(F)F)c2)no1	0%	nt	0%	-21%	-27%	-2%	0%	-2%	-4%	2%	-2%
CCOc1ccc(NC(=O)Nc2cc(C)on2)cc1	?	2	-5%[2.3 µM]	39%	7.9µM*	?	-8%	1.1µM*	?	1%	?
COc1ccccc1N1CCN(S(=O)(=O)c2cccc(F)c2)CC1	-9%	3	0%	32%	0%[1.84 µM]	7%	-10%	0%	14%	-9%	3%
Cc1ccc(S(=O)(=O)N(C)CC(=O)NCCCn2nc(C)cc2C)cc1	2%	nt	nt	nt	35%	2%	5%	nt	0%	nt	nt
O=C(COC(=O)CNC(=O)c1ccc(Cl)cc1)NC1CCCCCC1	2%	13	1%	nt	11%	2%	8%	0%	9%	nt	0%
CCN(CC)c1ccc(/C=N/NC(=O)CNC(=O)c2ccc3c(c2)OCCO3)cc1	?	1	17µM*	12%	0%	-3%	-2%	6%	1%	-5%	3%
CCOC(=O)N1CCC(Nc2ncnc3c2cnn3-c2ccc(C)cc2C)CC1	-5%	?	3%	?	-48%	18%	-1%	-23%	?	-3%	-13%
CCN(C(=O)CN1C(=O)c2ccccc2S1(=O)=O)C1CCCCC1	11%	0	6%	nt	9%	1%	0%	1%	17%	nt	-1%
Cc1ccc(S(=O)(=O)NC(N)=NCCc2ccc(Cl)cc2)cc1	-8%	2	4%	44%	-32%	-4%	-10%	0%	3%	-13%	-1%
O=C(NC1=NCCS1)c1ccc(Cl)c(S(=O)(=O)N2CCOCC2)c1	3%	2	1%	-17%	8%	6%	-3%	0%	-7%	-3%	1%
Cc1nn(C)cc1C(=O)Nc1cc(Oc2ccc(Cl)cc2)cc([N+](=O)[O-])c1	-3%	9	0%	13%	-2%	1%	0%	-6%	-3%	?	-3%
Cc1cccc(NC(=O)NNC(=O)c2ccc3ccccc3c2O)c1	1%	1	-16%	2%	-2%	1%	3%	-4%	1%	-4%	2%
CCOC(=O)N1CCN(C(=O)c2cc3ccc(OC)cc3[nH]2)CC1	1%	-5	-4%	12%	4%	4%	2%	-2%	26%	-4%	2%
O=C(CCN1C(=O)COc2ccccc21)NCCCN1CCCC1	-2%	3	3%	1%	1%	0%	1%	-1%	26%	-10%	1%
COc1ccc(N(C)C2=NS(=O)(=O)c3ccccc32)cc1	3%	-3	0%	-4%	-75%	-3%	1%	-26%	?	-1%	-31%[inhibitor]

Part of the list above in a different format.
O=C(NC1=NCCS1)c1ccc(Cl)c(S(=O)(=O)N2CCOCC2)c1
  p53 reactivator = 3%
  TRPV1 agonist = 2
  FLuc counter = 1%
  RORgamma inh = -17%
  BRCA1 expr up = 8%
  ELG1 genotox = 6%
  Tb PFK block = -3%
  Rab9 promoter act = 0%
  ELG1 repair inh = -7%
  VP16 counter = -3%
  NPC1 prom act = 1%

Cc1nn(C)cc1C(=O)Nc1cc(Oc2ccc(Cl)cc2)cc([N+](=O)[O-])c1
  p53 reactivator = -3%
  TRPV1 agonist = 9
  FLuc counter = 0%
  RORgamma inh = 13%
  BRCA1 expr up = -2%
  ELG1 genotox = 1%
  Tb PFK block = 0%
  Rab9 promoter act = -6%
  ELG1 repair inh = -3%
  VP16 counter = ?
  NPC1 prom act = -3%
